Wnt bcat act = Wnt/beta-catenin pathway activators, primary screen, cell-based, plate reader, single point; Wnt/beta-catenin reporter cell assay, activator; activation, % at 9.35 µM; hit rate 1.2% among 300,000; AID 743398, 2014; in the data active means activation above about 30%, passing the limit was not always enough;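 further: 0% = neutral control wells and 100% = positive control wells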
Tat export inh = E. coli Tat export inhibitors, primary screen, MC4100, TorA-mCherry reporter, fluorescence, single point; hit rate 0.036% among 340,000; AID 488895, 2010; inhibition, % at 10 µM;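 active means mean replicate inhibition at least 50% and at least half of replicates individually reaching 50%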;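 further: exported cargo escapes ClpAP degradation while cytoplasmic cargo is degraded and loses fluorescence; 0% = median of neutral control wells and 100% = median of NaSCN control wells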
phage Ecoli inh = growth loss of phage-infected E. coli, primary screen, RecBCD inhibitor project, absorbance, with phage, HTS; AID 651602, 2012; hit rate 0.26% among 360,000; inhibition, % at 11.9 µM; in the data active means inhibition above about 11%
CAL PDZ FP-1 = CAL PDZ peptide-binding inhibitors, primary screen, biochemical, fluorescence polarization, Cer-tagged CAL PDZ, HTS; inhibition, % at 20 µM; purified CAL PDZ, TMR-peptide fluorescence polarization, 1 h; hit rate 0.02% among 330,000; AID 504414, 2011; Golgi-associated PDZ and coiled-coil motif-containing protein (Homo sapiens), Q9HD26;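 active means highest replicate inhibition of at least 40%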;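 further: plate controls were DMSO neutral control wells for no effect and unlabeled competitor peptide control wells for full effect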
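Test system: purified CerCALP PDZ construct; Compound dosing: one concentration, 20 µM compound; Also added: TMR-labelled reporter peptide T*-PRC34 bound in PDZ groove; Read-out: inhibition from polarization loss; Controls: unlabelled peptide and DMSO controls; Signal: FP readout, S and P plane fluorescence; Incubation: 1 h at RT.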
CAL PDZ FP-2 = untagged CAL PDZ binding inhibitors, primary screen, biochemical, fluorescence polarization, HTS; Golgi-associated PDZ and coiled-coil motif-containing protein (Homo sapiens), Q9HD26; inhibition, % at 24.9 µM; AID 602252, 2012; hit rate 0.92% among 300,000; purified CAL PDZ, TMR-peptide fluorescence polarization, 1 h;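 active means mean inhibition of at least 30% with at least half of replicates also reaching 30%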;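 further: 0% = DMSO neutral control and 100% = excess unlabeled competitor peptide PRC23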
SR-BI DiI inh = inhibitors of SR-BI mediated HDL lipid uptake, primary screen, ldlA[mSR-BI] cells, fluorescence, single point. Scavenger receptor class B member 1 (Mus musculus), Q61009. ldlA[mSR-BI] CHO cells, DiI-HDL uptake fluorescence, 3 h. inhibition, % at 12.5 µM. hit rate 0.96% among 320,000;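 active means mean replicate inhibition of at least 70% and a set share of replicates each scoring 70 or more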;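 further: 0% = median of neutral control wells and 100% = median of positive control wells; values of inactives mirror those of a sister screen read the other way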
Target sequence (Q61009 whole entry, looked up): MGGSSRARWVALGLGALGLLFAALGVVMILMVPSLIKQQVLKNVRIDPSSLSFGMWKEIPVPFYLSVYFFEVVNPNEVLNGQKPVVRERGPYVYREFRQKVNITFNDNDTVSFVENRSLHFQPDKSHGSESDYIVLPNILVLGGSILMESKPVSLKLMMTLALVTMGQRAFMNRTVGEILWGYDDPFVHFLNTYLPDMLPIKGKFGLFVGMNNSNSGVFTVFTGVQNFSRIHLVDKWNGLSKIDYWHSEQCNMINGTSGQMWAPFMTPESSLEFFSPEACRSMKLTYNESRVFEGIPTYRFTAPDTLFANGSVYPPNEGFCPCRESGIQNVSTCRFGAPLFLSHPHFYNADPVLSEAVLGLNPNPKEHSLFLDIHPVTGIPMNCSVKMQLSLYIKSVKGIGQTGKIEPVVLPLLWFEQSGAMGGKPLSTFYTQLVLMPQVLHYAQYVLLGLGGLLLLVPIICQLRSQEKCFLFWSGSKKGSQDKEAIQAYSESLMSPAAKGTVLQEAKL
AddAB inh = growth inhibition of E. coli expressing H. pylori AddAB, primary screen, AddAB inhibitor project, absorbance; inhibition, % at 11.9 µM; hit rate 0.29% among 330,000; AID 435030, 2010; in the data active means inhibition above about 12%;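 further: 0% = vehicle wells of infected cells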
MITF act = activators of MITF-driven TRPM1 promoter reporter, primary screen, cell-based, SK-MEL-5, luciferase, single point | SK-MEL-5 TRPM1-promoter luciferase, 24 h; % of positive control, neutral wells = 0 | activation, % at 12.5 µM | hit rate 0.75% among 300,000 | AID 588334, 2011;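 active means mean activation of at least 80% with every replicate also reaching 80%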;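 further: 0% = neutral control wells and 100% = parthenolide positive control wells; values of inactives mirror those of a sister screen read the other way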
Ecoli viability = E. coli V3065 growth inhibition, primary screen, counter-screen for AddAB inhibitor project, absorbance, OD600. 18 h. hit rate 0.27% among 330,000. AID 449728, 2010. inhibition, % at 11.9 µM;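 active means inhibition above the campaign's mean inhibition across all tested compounds plus 3 SD, cut at about 9.9% in these data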;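 further: uninfected addAB+ strain grown without phage in ampicillin broth; 0% = DMSO wells and 100% = ciprofloxacin 0.95 µg/ml wells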
SR-BI uptake up = activators of SR-BI mediated DiI-HDL uptake, primary screen, ldlA[mSR-BI] CHO cells, DiI fluorescence. activation, % at 12.5 µM. 3 h; 100 = double the neutral-control signal. hit rate 0.096% among 320,000;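 active means mean replicate activation of at least 60% and every replicate at or above 60%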;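 further: 0% = median plate neutral-control signal and 100% = twice that signal; values of inactives mirror those of a sister screen read the other way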
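Assay system: CHO ldlA[mSR-BI] cells, LDL receptor-null, SR-BI overexpressing; medium: Ham's F12 with 0.5% BSA, HEPES 25 mM, pH 7.4; also added: DiI-HDL 10 µg/mL; timing: 3 h uptake period with compound, 37 °C; signal: DiI fluorescence, bottom read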
* hit, by the source's call.

A first look:
COc1ccc(NC(=O)CN(C)C(=O)CSc2nc3ccccc3s2)cc1 was read as Wnt bcat act 1, Tat export inh -3, phage Ecoli inh 3.5, CAL PDZ FP-1 -3.0, CAL PDZ FP-2 -6, SR-BI DiI inh -2, AddAB inh -2.2, MITF act -3, Ecoli viability -1.6 and SR-BI uptake up 2.
Screening CCO/C=C1\N=C(c2ccc(F)cc2)OC1=O returned Wnt bcat act 1, Tat export inh -5, phage Ecoli inh 2.9, CAL PDZ FP-1 -0.2, SR-BI DiI inh -2, AddAB inh 0.3, MITF act 3, Ecoli viability 1.0 and SR-BI uptake up 2.
O=[N+]([O-])c1ccc2nc[nH]c2c1 was read as Wnt bcat act -1, Tat export inh -2, phage Ecoli inh 0.9, CAL PDZ FP-1 0.1, CAL PDZ FP-2 1, SR-BI DiI inh -6, MITF act 5 and SR-BI uptake up 6.

This part in full, from the first entry:
COc1ccc(NC(=O)CN(C)C(=O)CSc2nc3ccccc3s2)cc1 was read as Wnt bcat act 1, Tat export inh -3, phage Ecoli inh 3.5, CAL PDZ FP-1 -3.0, CAL PDZ FP-2 -6, SR-BI DiI inh -2, AddAB inh -2.2, MITF act -3, Ecoli viability -1.6 and SR-BI uptake up 2.
Screening CCO/C=C1\N=C(c2ccc(F)cc2)OC1=O returned Wnt bcat act 1, Tat export inh -5, phage Ecoli inh 2.9, CAL PDZ FP-1 -0.2, SR-BI DiI inh -2, AddAB inh 0.3, MITF act 3, Ecoli viability 1.0 and SR-BI uptake up 2.
O=[N+]([O-])c1ccc2nc[nH]c2c1 was read as Wnt bcat act -1, Tat export inh -2, phage Ecoli inh 0.9, CAL PDZ FP-1 0.1, CAL PDZ FP-2 1, SR-BI DiI inh -6, MITF act 5 and SR-BI uptake up 6.
`COc1cccc(/C=N/NC(=O)c2ccncc2)c1OC(=O)c1ccc(Br)cc1` gave Tat export inh 3, CAL PDZ FP-1 -12, CAL PDZ FP-2 -6, SR-BI DiI inh 4, AddAB inh -3.2, MITF act -6, Ecoli viability -1.8 and SR-BI uptake up -4.
For Cc1cccc2c1cnn2C(=O)Nc1ccc(Br)cc1F the results were Wnt bcat act 0, Tat export inh -6, phage Ecoli inh -1.7, CAL PDZ FP-1 -0.6, CAL PDZ FP-2 13, SR-BI DiI inh 13, AddAB inh 0.7, MITF act 56, Ecoli viability 2.4 and SR-BI uptake up -13.
For CCN(CCn1cccn1)Cc1nc(-c2ccc(OC)cc2)no1 the results were Wnt bcat act 0, Tat export inh -11, phage Ecoli inh 0.8, CAL PDZ FP-1 -0.6, CAL PDZ FP-2 11, SR-BI DiI inh 9, AddAB inh 5.5, MITF act 5, Ecoli viability 0.2 and SR-BI uptake up -9.
Screening CCn1c(-c2ccc(C)cc2)n[nH]c1=S returned Wnt bcat act -5, Tat export inh -8, phage Ecoli inh 1.4, CAL PDZ FP-2 -7, SR-BI DiI inh -10, AddAB inh 0.5, MITF act -17, Ecoli viability -2.2 and SR-BI uptake up 10.
`Cc1ccc(CSCC(=O)NCCCN2CCOCC2)cc1` gave Wnt bcat act -1, Tat export inh -8, phage Ecoli inh 5.5, CAL PDZ FP-1 -2.5, CAL PDZ FP-2 2, SR-BI DiI inh -1, AddAB inh 2.8, MITF act -2, Ecoli viability -0.3 and SR-BI uptake up 10.
`Cc1ccc(Nc2cc(C)nc3c(C)ccc([N+](=O)[O-])c23)cc1` gave Wnt bcat act -6, Tat export inh 8, phage Ecoli inh 5.6, CAL PDZ FP-1 -2.1, CAL PDZ FP-2 1, SR-BI DiI inh 29, AddAB inh 5.0, MITF act 4, Ecoli viability 0.9 and SR-BI uptake up -29.
Screening CC1Cc2ccccc2N1S(=O)(=O)c1cccc(C(=O)N2CC(=O)Nc3ccccc32)c1 (centres undefined) returned Wnt bcat act -6, Tat export inh -13, phage Ecoli inh 0.5, CAL PDZ FP-1 -3.1, CAL PDZ FP-2 -4, SR-BI DiI inh -14, AddAB inh -1.3, MITF act 7, Ecoli viability -1.5 and SR-BI uptake up 14.
For CCOc1ccc(OCC(=O)OCC(=O)N2CCN(S(=O)(=O)c3ccc(C)cc3C)CC2)cc1 the results were Wnt bcat act 0, Tat export inh 6, phage Ecoli inh 0.7, CAL PDZ FP-1 -1.5, CAL PDZ FP-2 -5, SR-BI DiI inh 35, MITF act 0 and SR-BI uptake up -35.
`CC(NC(=O)c1ccccc1NC(=O)CN1CCN(c2ccccc2O)CC1)c1ccccc1` (centres undefined) gave Wnt bcat act -4, Tat export inh 1, phage Ecoli inh 2.5, CAL PDZ FP-1 0.3, CAL PDZ FP-2 -1, SR-BI DiI inh -17, AddAB inh -0.9, MITF act -35, Ecoli viability 0.5 and SR-BI uptake up 17.
COC(=O)c1ccc(NC(=O)c2c(Br)cnn2C)cc1 was read as Wnt bcat act 2, Tat export inh 2, phage Ecoli inh 1.3, CAL PDZ FP-1 0.1, CAL PDZ FP-2 -2, SR-BI DiI inh -8, AddAB inh -1.0, MITF act 11, Ecoli viability 1.0 and SR-BI uptake up 8.
Screening CC(C)(C)c1csc(NC(=O)c2ccc3nccnc3c2)n1 returned Tat export inh -4, phage Ecoli inh 4.5, CAL PDZ FP-1 -1.2, CAL PDZ FP-2 -2, SR-BI DiI inh 26, AddAB inh 2.6, MITF act 114*, Ecoli viability 0.9 and SR-BI uptake up -26.
`Cc1cccc(S(=O)(=O)NNC(=O)c2cc(-c3ccc(F)cc3)nc3ccccc23)c1` gave Wnt bcat act 0, Tat export inh -4, phage Ecoli inh 0.3, CAL PDZ FP-1 -0.8, CAL PDZ FP-2 0, AddAB inh 0.5, MITF act 1 and Ecoli viability 1.1.
Screening CN(C)/C=N/c1nccc(-c2cccs2)n1 returned Wnt bcat act 2, Tat export inh 4, phage Ecoli inh -1.7, CAL PDZ FP-1 0.7, CAL PDZ FP-2 -2, SR-BI DiI inh -20, AddAB inh 1.9, MITF act -6, Ecoli viability -2.0 and SR-BI uptake up 20.
For O=C(NC1CC1)c1sc2ccccc2c1Cl the results were Wnt bcat act 8, Tat export inh 5, phage Ecoli inh 0.3, CAL PDZ FP-1 -4.8, CAL PDZ FP-2 -6, AddAB inh 2.5, MITF act 45 and Ecoli viability 2.8.
`O=C(COc1ccc([N+](=O)[O-])cc1)NNC(=O)Nc1ccccc1F` gave Wnt bcat act 1, Tat export inh 3, phage Ecoli inh 3.3, CAL PDZ FP-1 0.1, CAL PDZ FP-2 4, SR-BI DiI inh -22, AddAB inh -1.3, MITF act 13, Ecoli viability -4.1 and SR-BI uptake up 22.
Cc1ccc2c(c1)c1c(n2CC(O)CNC(C)(C)C)CCCC1 (centres undefined) was read as Wnt bcat act -3, Tat export inh 3, phage Ecoli inh 2.1, CAL PDZ FP-1 1.3, SR-BI DiI inh 8, MITF act 1 and SR-BI uptake up -8.
For CC(=O)Nc1ccc(NC(=O)c2oc3cc(C)c(C)cc3c2C)cc1 the results were Wnt bcat act -2, Tat export inh 13, phage Ecoli inh 0.1, CAL PDZ FP-1 0.7, SR-BI DiI inh 18, AddAB inh 1.6, MITF act 11, Ecoli viability -1.0 and SR-BI uptake up -18.
For Cc1noc(C)c1S(=O)(=O)N(CC(=O)N1CCc2ccccc21)c1ccc(C(C)C)cc1 the results were Wnt bcat act -3, Tat export inh -6, phage Ecoli inh 1.5, CAL PDZ FP-1 -0.6, SR-BI DiI inh -9, AddAB inh 4.8, MITF act -21, Ecoli viability 2.3 and SR-BI uptake up 9.
For O=C(Nc1cccc(S(=O)(=O)N2CCCCC2)c1)c1ccc(N2CCCC2=O)cc1 the results were Wnt bcat act 5, Tat export inh 1, phage Ecoli inh 2.3, CAL PDZ FP-1 0.8, CAL PDZ FP-2 -1, SR-BI DiI inh 2, AddAB inh -2.5, Ecoli viability 1.1 and SR-BI uptake up -2.
For CNC(=S)Nc1cccc(-c2cnc3ccccc3n2)c1 the results were Wnt bcat act 22, Tat export inh -6, phage Ecoli inh 2.6, CAL PDZ FP-1 -1.5, CAL PDZ FP-2 -4, SR-BI DiI inh 1, AddAB inh 2.4, MITF act -1, Ecoli viability 0.3 and SR-BI uptake up -1.
Screening O=C(CCN1C(=O)C2C3CCC(C3)C2C1=O)Nc1ccccc1C(F)(F)F (centres undefined) returned Wnt bcat act -1, Tat export inh 4, phage Ecoli inh -0.3, CAL PDZ FP-1 -1.6, CAL PDZ FP-2 0, SR-BI DiI inh -7, AddAB inh 0.7, MITF act 5, Ecoli viability -2.3 and SR-BI uptake up 7.
`COc1cccc(NC(=O)CSc2nnc(C)s2)c1` gave Tat export inh -4, phage Ecoli inh 4.2, CAL PDZ FP-1 -1.5, CAL PDZ FP-2 -5, SR-BI DiI inh -36, AddAB inh 0.5, Ecoli viability -0.2 and SR-BI uptake up 36.
For CC1(C)Cc2c(ccc3ccccc23)C(c2cc3ccccc3oc2=O)=N1 the results were Wnt bcat act -7, Tat export inh -6, phage Ecoli inh 1.9, CAL PDZ FP-1 -0.3, CAL PDZ FP-2 -2, SR-BI DiI inh 28, AddAB inh 1.1, Ecoli viability 1.6 and SR-BI uptake up -28.
For CC12CCC(C/C1=N\OC(=O)c1ccc(F)cc1)C2(C)C (centres undefined) the results were Tat export inh 3, phage Ecoli inh 4.0, CAL PDZ FP-1 -1.9, CAL PDZ FP-2 -2, SR-BI DiI inh 7, AddAB inh 3.3, Ecoli viability -0.6 and SR-BI uptake up -7.
Screening COC(=O)c1scc(C)c1NC(=O)/C=C/C(=O)O returned Wnt bcat act -1, Tat export inh 1, phage Ecoli inh 1.7, CAL PDZ FP-1 -0.9, CAL PDZ FP-2 -7, SR-BI DiI inh -7, AddAB inh -3.1, MITF act -9, Ecoli viability -2.1 and SR-BI uptake up 7.
Screening O=C(NCc1ccc2c(c1)OCO2)c1sccc1Br returned Wnt bcat act 10, Tat export inh -4, phage Ecoli inh 2.8, CAL PDZ FP-1 -0.5, CAL PDZ FP-2 -8, SR-BI DiI inh 9, AddAB inh -0.2, Ecoli viability 0.7 and SR-BI uptake up -9.
